rTrxR1 inhibitor: blocks rat thioredoxin reductase 1 | recombinant rTrxR1, NADPH fluorescence consumption, selenite substrate | Potency, µM (highest dose often 114 µM), without a hit: at the top dose activity change, negative = inhibition, actives largely listed as inhibitors | 390,000 tested, 1% active; also: potency is read from the fitted curve at half-maximal effect; % is scaled to controls: 0 for no effect and ±100 for the full control effect; nearly all actives have a fitted effect of over 65% in size
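Rat TrxR1 (90 nM in the dispensed reagent) was pre-reduced with 400 uM NADPH for 5 min at room temperature, then incubated with compound for 15 min. After 400 uM selenite was added, NADPH fluorescence (Ex 340/Em 450 nm) was followed for 8 min.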
TrxR1 substrate: is turned over as a substrate by rat TrxR1 | purified TrxR1 substrate turnover, NADPH consumption readout | Potency, µM (series often up to 114 µM), for inactives: at the top dose activity change, negative = substrate turnover | 390,000 tested, 0.01% active; also: potency is read from the fitted curve at half-maximal effect; % is scaled to controls: 0 for no effect and ±100 for the full control effect; nearly all actives have a fitted effect of over 50% in size
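Rat TrxR1, dispensed at 90 nM, was prereduced with 400 uM NADPH (final) for 5 min at ~22 deg C, then incubated with compound 15 min before 400 uM selenite. A first-read NADPH fluorescence drop versus no-compound background flagged substrates.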
PI4K2A inh: inhibitors of human PI4K2A; Q9BTU6; purified PI4K2A, ADP-Glo luminescence, 1 h; stronger effect = lower value; 420,000 tested, 0.13% active; AID 1346378; activity change, negative = inhibition, % at 76.9 µM; in the data active = activity change below about -50%; inconclusive = mostly about -30% to -49%;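 also: -100% = wells without enzyme as full effect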
Target sequence (Q9BTU6 whole entry, looked up): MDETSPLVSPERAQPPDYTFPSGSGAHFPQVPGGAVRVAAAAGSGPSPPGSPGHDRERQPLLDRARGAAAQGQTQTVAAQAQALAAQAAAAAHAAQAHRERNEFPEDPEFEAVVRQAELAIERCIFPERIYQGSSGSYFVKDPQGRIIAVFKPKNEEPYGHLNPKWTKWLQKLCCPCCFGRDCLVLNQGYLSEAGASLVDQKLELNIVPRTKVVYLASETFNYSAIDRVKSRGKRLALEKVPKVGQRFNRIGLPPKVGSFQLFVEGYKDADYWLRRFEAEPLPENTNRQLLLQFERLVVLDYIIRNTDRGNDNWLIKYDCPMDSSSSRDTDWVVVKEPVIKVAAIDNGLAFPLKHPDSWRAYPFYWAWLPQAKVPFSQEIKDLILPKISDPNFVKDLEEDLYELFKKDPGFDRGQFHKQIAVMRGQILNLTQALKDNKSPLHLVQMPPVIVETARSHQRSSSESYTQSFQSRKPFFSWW
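In this quantitative HTS, ADP production by PI4K2A was quantified luminescently after 1 h at ambient temperature; 100 microM adenosine served as plate-quality control.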
TRHR ag: agonists of human TRH receptor; P34981; TRHR cells, calcium flux fluo-8, FDSS agonist mode; activation, % at 2 µM; 360,000 tested, 0.18% active; AID 493084; in the data active = activation above about 30%; also: 0% is about no effect
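Fluo-8-loaded TRHR cells; 10 s baseline, compound added, kinetic Ca2+ fluorescence read 1/s, agonist mode.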
USP1 inh: USP1/UAF1 (human) deubiquitinase inhibition; O94782; recombinant USP1/UAF1, Ub-Rhodamine cleavage fluorescence; Potency, µM (highest dose often 57.1 µM), inactives show at the top dose activity change, negative = inhibition, hits mostly inhibitors; 390,000 tested, 0.23% active; also: potency is read from the fitted curve at half-maximal effect; % is scaled to controls: 0 for no effect and ±100 for the full control effect; nearly all actives have a fitted effect of over 60% in size; inactives centre near -12
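USP1/UAF1 complex at 1 nM was preincubated with compound for 15 min at room temperature, then Ub-Rho substrate (150nM final) was added. Fluorescence (480/540 nm) was read kinetically, 6 reads every 60 seconds.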
TRHR enhancer: allosteric enhancers of human TRH receptor; enhancement, % at 2 µM; TRHR cells, fluo-8 calcium fluorescence, EC20 TRH enhancement; 360,000 tested, 0.66% active; P34981; in the data active = enhancement above about 30%; also: 0% is about no effect
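Enhancer read-out: after compound pinning and an initial kinetic agonist-mode read, an EC20 of TRH (10 nM final) was injected and fluo-8 calcium signal (Ex 480/Em 530) followed at 1 s/cycle for 100 cycles in TRHR-expressing cells.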
D2 ag: activates the human D2 dopamine receptor. P14416. HEK293 T-REx D2 cells, calcium flux agonist mode. activation, % at 2 µM. 340,000 tested, 0.53% active. AID 485358;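 active = activation over 3 SD above normal in the single-dose calcium agonist read, cut at about 30% in these data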; also: 0% is about no effect
Target sequence (P14416 whole entry, looked up): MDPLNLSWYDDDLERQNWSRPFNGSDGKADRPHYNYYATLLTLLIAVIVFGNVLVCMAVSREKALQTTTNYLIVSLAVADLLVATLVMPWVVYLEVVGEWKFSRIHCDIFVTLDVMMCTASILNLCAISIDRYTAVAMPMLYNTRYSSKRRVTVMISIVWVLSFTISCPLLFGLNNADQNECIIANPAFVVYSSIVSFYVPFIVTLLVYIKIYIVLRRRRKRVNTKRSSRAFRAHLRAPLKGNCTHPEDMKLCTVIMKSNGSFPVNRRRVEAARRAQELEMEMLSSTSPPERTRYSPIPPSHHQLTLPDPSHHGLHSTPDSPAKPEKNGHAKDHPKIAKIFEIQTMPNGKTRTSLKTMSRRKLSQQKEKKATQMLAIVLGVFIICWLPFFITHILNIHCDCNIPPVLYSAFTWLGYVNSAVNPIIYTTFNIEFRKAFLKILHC
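HEK293 Trex D2 cells, tetracycline-induced, o/n 30 C 5% CO2; no-wash Ca dye, RT 30–90 min; 10-cycle baseline, 23 nl cpd added, kinetic Ca read 180 s; agonist hits = positive Ca response.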
D2 antagonist: antagonists of human D2 dopamine receptor | AID 485344 | 340,000 tested, 2% active | HEK293 TREx D2 cells, calcium flux, dopamine EC80 | inhibition, % at 10 µM; in the data active = inhibition above about 30%; also: 0% is about no effect
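Overnight-induced (tetracycline, 30 C) HEK293 T-REx cells carrying force-coupled D2 receive a no-wash calcium dye, then compound, then EC80 dopamine at 180 s; signals are read kinetically throughout.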
IDH1 R132H inh: human IDH1 R132H inhibition. Potency, µM (series often up to 76.6 µM), for inactives: at the top dose activity change, negative = inhibition, most hits filed as inhibitors. O75874. 390,000 tested, 0.093% active. IDH1-R132H enzyme, NADPH consumption, diaphorase/resazurin fluorescence. AID 602179; also: potency is read from the fitted curve at half-maximal effect; % is scaled to controls: 0 for no effect and ±100 for the full control effect; nearly all actives have a fitted effect of over 65% in size
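IDH1-R132H (0.5 ug/mL) preincubated 30 min with compound, then NADPH (0.016 mM) and alpha-KG (2 mM) added; 80 min at RT, pH 7.5. Remaining NADPH coupled via diaphorase/resazurin to fluorescence (540/590 nm); concentration-response curves normalized to no-enzyme control.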
Numbers without * were called inactive; ? = inconclusive; nt = not tested or not shown; & = joins results of further samples; [ ] = dose if it differs, or a comment. Unless noted, calls follow the shape of the dose curve; as a rule, active = well fitted inhibition curve with a large enough effect; inconclusive = small, poorly fitted or top-dose-only effect; inactive = no such curve, though single readings can be large or run the other way. Compounds as they come; 3.9% or so of the library scored in one or more.

SMILES	rTrxR1 inhibitor	TrxR1 substrate	PI4K2A inh	TRHR ag	USP1 inh	TRHR enhancer	D2 ag	D2 antagonist	IDH1 R132H inh
CCOC(=O)c1ccc(OCc2nc(-c3cccs3)no2)cc1	22%	3%	0	0.5	-8%	-4	-0.1	-12	-2%
C=CCNC(=O)c1cccc2c1C(=O)c1ccc(N3CCOCC3)cc1S2(=O)=O	-8%	-9%	-3	nt	-15%	nt	nt	nt	9%
N=C1SCC(=O)N1c1nc(-c2ccccc2)cs1	19%	11%	1	-0.3	-2%	-2	-0.5	4	2%
CCN(Cc1ccccc1)C(=O)c1ccc(N(C)S(=O)(=O)c2ccc(C)cc2)cc1	5%	-6%	-2	0.8	-12%	-2	-0.1	-13	8%
COc1ccc(F)cc1S(=O)(=O)Nc1cc2c3c(c1)CCN3C(=O)CC2	15%	7%	-1	0.4	3%	-5	0.4	-8	1%
N=C1S/C(=C\c2ccc(-c3ccccc3C(=O)O)o2)C(=O)N1c1ccc2c(c1)OCO2	-3%[57.1 µM]	-6%[57.1 µM]	-25	0.9	?	-2	-0.8	-19	-3%
O=Cc1ccc(N2CCCCCC2)cc1	-1%[57.1 µM]	4%[57.1 µM]	-5	0.0	-16%	8	0.4	13	7%
COc1ccc(CN2CCC(C(=O)N(C)CCc3ccc(OC)c(OC)c3)CC2)c(OC)c1	19%	5%	8	-0.1	-1%	-1	0.0	-11	1%
COc1ccccc1CN1COc2ccc3c(oc(=O)c4ccccc43)c2C1	19%	11%	-16	-1.5	-15%	-6	-0.8	nt	-1%
COc1ccc2c(c1)C(=O)Cc1ccccc1O2	-4%	0%	0	nt	-15%	nt	nt	nt	-5%
Cc1cc(-c2nnc(CCC(=O)N(C)Cc3ccsc3)o2)no1	3%	2%	2	1.2	2%	-10	0.8	7	-5%
CC(C)(C)C(=O)NC(=S)Nc1ccccc1C(=O)NC1CCCCC1	-16%	7%	3	-0.9	-11%	-3	1.3	2	-3%
Cn1nnnc1SCCCNCc1cccc(OCc2ccccc2F)c1	8%	-7%	-4	1.4	-1%	-3	1.2	nt	-5%
CCN1c2ccccc2-n2cccc2C12CCN(C(=O)Nc1ccccc1C(F)(F)F)CC2	26%[57.1 µM]	0%[57.1 µM]	-1	0.4	-20%	6	0.1	nt	-11%
C#CCNC(=O)C1=C[C@H](C)C[C@H](OCc2ccc(CO)cc2)O1	29%[57.1 µM]	13%[57.1 µM]	2	nt	-22%	nt	nt	nt	5%
COc1ccc(NC(=O)Nc2ccc3c(c2)C(=O)N([C@H](C)CO)C[C@H](C)[C@@H](CN(C)C(=O)Nc2ccc4c(c2)OCO4)O3)cc1	?	-8%	-6	nt	12%	nt	nt	nt	10%
COCCNC(=O)CSc1nc(-c2ccccc2)cs1	-7%[2.29 µM]	8%[2.29 µM]	-3	-0.4	-8%	2	-0.4	-4	-4%
CCCCN(Cc1nc2ccccc2c(=O)[nH]1)C(=O)COc1ccc(F)cc1Cl	-3%	-10%	1	0.7	-20%	-1	0.1	9	2%
CC(=O)Nc1ccc(S(=O)(=O)N[C@@H](C)C(=O)NC2CCCc3ccccc32)cc1 (stereo partly specified)	6%	0%	-4	nt	-16%	nt	nt	nt	-4%
CC(C(=O)Nc1ccc(F)c(F)c1F)N(C)CC(=O)Nc1ccccc1Br (stereo unspecified)	24%	2%	2	-0.3	-18%	6	-0.7	4	-5%
CCOc1ccc(N(CC(=O)NCc2ccco2)S(=O)(=O)c2ccc(OC)c(OC)c2)cc1	-7%	-2%	-3	-1.1	-25%	0	0.0	-11	0%
COc1cc(OC)c(C(=O)NNC(=O)c2ccccc2-n2cccc2)cc1OC	8%	-2%	-2	nt	2%	nt	nt	nt	-5%
CCOC(=O)c1c(C)[nH]c(C)c1C(=O)COC(=O)CSc1ccc(C)cc1	-3%	-9%	-6	nt	-30%	nt	nt	nt	3%
O=C(CSc1nnc(CN2CCCCCC2=O)n1-c1ccccn1)NCC(F)(F)F	0%	7%	-7	-2.3	-2%	16	-0.1	27	-1%
COc1ccc(C(=O)NN=C2CCCC2)cc1OC	12%	2%	-1	0.5	-25%	-15	1.0	1	0%
Cc1ccc(CNC(=O)CCC(=O)Nc2nnc(C)s2)cc1	15%	-7%	7	0.7	-11%	5	0.7	-11	-5%
Cc1ccc(S(=O)(=O)N2CCN(S(=O)(=O)c3ccc(C)cc3)C3OCCOC32)cc1 (stereo unspecified)	29%	-9%	3	-0.6	-5%	15	-0.1	-17	-2%
Cc1ccc(C)c(CSc2cn(CC(=O)N3CCCC3)c3ccccc23)c1	21%	1%	-2	0.4	-14%	-7	0.4	nt	-3%
O=c1[nH]cc(O)c(=O)[nH]1	-9%	-8%	2	-0.6	15%	-6	0.1	7	14%
Cc1ccc(C(=O)NN2C(=O)/C(=C/c3cccn3C)SC2=S)cc1	-19%[57.1 µM]	-13%[57.1 µM]	4	1.3	?	-1	2.2	17	-3%
Cn1cnc2c(ncn2C2OC(CO)C(O)C2O)c1=S (stereo unspecified)	20%[57.1 µM]	7%[57.1 µM]	3	nt	-18%	nt	nt	nt	5%
CCN(CC)C(=O)COc1ccc(/C(C)=N/Nc2ncc(Cl)cc2Cl)cc1	-16%	-12%	9	-0.8	-11%	-4	0.7	-21	-5%
CN(C)c1nc(N/N=C/c2c[nH]c3ccccc23)nc(N2CCOCC2)n1	10%	-9%	-3	-0.3	-6%	3	0.8	2	0%
Cc1ccc(S(=O)(=O)N(C)Cc2nc(-c3ccccc3)oc2C)cc1	12%[57.1 µM]	1%[57.1 µM]	2	-1.3	-24%	-4	0.2	nt	7%
NC(=O)c1nsc(C(=O)N(Cc2ccc(F)cc2)C(C(=O)NCC2CCCO2)c2ccc(F)cc2)c1N (stereo unspecified)	-10%[57.1 µM]	11%[57.1 µM]	-3	0.2	-4%	-1	1.1	6	-2%
Cc1nnc(CN(C)C(=O)c2cc(COc3ccc(F)cc3Cl)on2)o1	-14%	-11%	0	-1.5	-4%	-2	0.5	-5	-3%
COc1cc(OC)cc(-c2c(-c3cccs3)c3cc(-c4ccn[nH]4)ccc3n2C)c1	2%[57.1 µM]	30%[57.1 µM]	3	0.9	8%	-12	0.0	2	1%
CC(C)c1ccc(NC(=O)CN2C(=O)NC(Cc3c[nH]c4ccccc34)C2=O)cc1 (stereo unspecified)	12%	-7%	3	0.1	-8%	0	0.1	3	-11%
O=C(Oc1ccc(C(=S)N2CCOCC2)cc1)c1ccc(Br)cc1	10%	6%[0.457 µM]	0	0.2	3%	-1	-1.0	6	-1%
COc1ccccc1-n1nnnc1SCC(=O)Nc1oc(C)c2c(C)n[nH]c(=O)c12	2%	9%	-1	0.2	-2%	-7	nt	nt	0%
COc1cc(CN2CCC(C)CC2)ccc1OCc1ccccc1	29%	5%	5	2.3	-2%	-6	-1.0	10	5%
COc1nc(C)c2cc(C)oc2n1	20%[57.1 µM]	3%[57.1 µM]	4	0.3	1%	4	0.9	-21	2%
Cc1ccc(N(CC(=O)NCCc2ccccc2)C(=O)CCC(=O)Nc2cc(C)ccn2)cc1	12%[57.1 µM]	-4%[57.1 µM]	1	-0.6	-9%	7	0.7	-7	-5%
CC(=O)Nc1ccc(S(=O)(=O)N(Cc2ccco2)CC2CCCO2)cc1 (stereo unspecified)	?	4%	8	-0.2	-10%	10	0.2	-7	-3%
O=C(c1ccc(Br)o1)N1CCN=C1SCc1cccc(F)c1	3%	-1%	-1	-0.1	-6%	3	nt	nt	-9%
O=C(CSc1nc2ccccc2c(=O)n1CC1CCCO1)Nc1ccccc1 (stereo unspecified)	3%	-7%	-1	-0.9	-12%	-10	-1.0	-1	0%
CCOc1ccc(NC(=O)NCCN2CCN(c3cccc(C)c3C)CC2)cc1	24%&3%	5%&-6%	7&1	1.0&0.1	-26%&-16%	-2&3	17&10	5	0%&2%
O=C(CCc1ccccc1)Nc1ccnn1C1CCN(C/C=C/c2ccccc2)CC1	11%	-4%	-3	0.3	-7%	3	7.5	-16	-11%

An excerpt from above in order of their number in USP1 inh, low to high.
SMILES	rTrxR1 inhibitor	TrxR1 substrate	PI4K2A inh	TRHR ag	USP1 inh	TRHR enhancer	D2 antagonist
CCN1c2ccccc2-n2cccc2C12CCN(C(=O)Nc1ccccc1C(F)(F)F)CC2	26%[57.1 µM]	0%[57.1 µM]	-1	0.4	-20%	6	nt
CC(C)c1ccc(NC(=O)CN2C(=O)NC(Cc3c[nH]c4ccccc34)C2=O)cc1 (stereo unspecified)	12%	-7%	3	0.1	-8%	0	3
Cc1ccc(S(=O)(=O)N2CCN(S(=O)(=O)c3ccc(C)cc3)C3OCCOC32)cc1 (stereo unspecified)	29%	-9%	3	-0.6	-5%	15	-17

(list continues)
SMILES	rTrxR1 inhibitor	TrxR1 substrate	PI4K2A inh	TRHR ag	USP1 inh	TRHR enhancer	D2 ag	D2 antagonist	IDH1 R132H inh
Cc1cc(C)c(NC(=O)Cn2cc(S(=O)(=O)Cc3ccccc3F)c3ccccc32)c(C)c1	6%	-7%	-3	0.8	-9%	6	-0.4	nt	0%
O=C(Cn1cc(C(F)(F)F)ccc1=O)N/N=C/c1ccccc1O	-5%	-11%	8	0.5	-11%	3	-0.9	2	-14%
Cc1ccc(NC(=O)COC(=O)c2ccc(OC(F)F)cc2)cc1S(=O)(=O)N1CCCCC1	29%	-1%	0	nt	2%	nt	nt	nt	-12%
CCN(CC(=O)Nc1cccc(S(N)(=O)=O)c1)Cc1nc2ccccc2c(=O)[nH]1	-35%	-17%	0	-0.4	-4%	3	1.2	11	0%
CC(=O)C(N=Nc1ccccc1)(Sc1nnc(-c2ccccc2)n1-c1ccccc1)C(C)=O	-3%[57.1 µM]	0%[57.1 µM]	1	0.3	-19%	-1	0.1	-4	-9%

Compound profiles (already shown). Values in the order: rTrxR1 inhibitor	TrxR1 substrate	PI4K2A inh	TRHR ag	USP1 inh	TRHR enhancer	D2 ag	D2 antagonist	IDH1 R132H inh
Shown for CCN(CC(=O)Nc1cccc(S(N)(=O)=O)c1)Cc1nc2ccccc2c(=O)[nH]1 → -35%	-17%	0	-0.4	-4%	3	1.2	11	0%
Shown for O=C(Cn1cc(C(F)(F)F)ccc1=O)N/N=C/c1ccccc1O → -5%	-11%	8	0.5	-11%	3	-0.9	2	-14%
